Screening data deposited in PubChem BioAssay by SRMLSC.
Ecoli WT growth = blocks growth of wild type E. coli BW25113; E. coli BW25113 growth inhibition, OD600; inhibition, % at 10 µM; actives 0.05% (n = 20,000); AID 552; in the data active = inhibition above about 40%;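 note: bacteria exposed to compound for 20 hours at 37 °C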
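System: bacterial strain in a whole-cell growth screen; medium: LB broth with 50 µg/mL kanamycin; detection: absorbance at 615 nm; schedule: 20 h exposure, 37 °C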
Numbers without * were called inactive. The list is partial; count on the stated rates, not on these rows.

SMILES	Ecoli WT growth
COCCOC(=O)C1=C(C)N=c2s/c(=C\c3cccs3)c(=O)n2C1c1cccs1 (stereo not given)	8
O=C(Nc1ccccc1C(=O)N1CCOCC1)C1CC(=O)N(C2CCCC2)C1 (stereo not given)	-7
CCc1nnc(NC(=O)c2cc3ccccc3oc2=O)s1	1
Cc1c(C(=O)N2CCCC2)sc(NC(=O)c2cccs2)c1C#N	3
O=C(Nc1ccc(-c2nnco2)cc1)c1ccccc1	-21
c1ccc(Cc2nnc3n2CCCCC3)cc1	-3
CCc1cc2c(=O)n(C(C)C(=O)OC3CCCCC3)cnc2s1 (stereo not given)	-11
COc1ccc(-c2nnn(CC(=O)OC3CCCCC3)n2)cc1OC	-19
O=C(CSc1nc2ccccc2[nH]1)NCCCn1ccnc1	-20
O=C(Nc1cccc(Cl)c1)N1CCN(Cc2ccccc2)CC1	10
Cc1nnc(NC(=O)c2ccco2)s1	-3
Cc1c(N2C(=O)C(C)SC23C(=O)Nc2ccccc23)c(=O)n(-c2ccccc2)n1C (stereo not given)	-17
COc1ccc(CCN2C(=O)C3C4C=CC(C4)C3C2=O)cc1OC (stereo not given)	-2
CCn1c(SCC(=O)Nc2ccccc2F)nc2c(c1=O)SC(C)C2 (stereo not given)	-6
Cc1ccc(-c2nn(C)c(=O)c3ccccc23)cc1S(=O)(=O)N1CCOCC1	-2
CCc1c(O)nc(SCC(=O)Nc2ccccc2)n(-c2ccccc2)c1=O	-20
CCOC(=O)c1c(NC(=O)COC)sc2c1CCCC2	-8
COc1ccc(NC(=O)CSc2ncn(-c3ccccc3)n2)cc1Cl	-4
CCOC(=O)Nc1nnc(-c2ccccc2OC)s1	-6
c1ccc(CNn2nnnc2-c2ccccc2)cc1	1
COC(=O)c1ccccc1NC(=O)CSc1n[nH]c(CC(C)C)n1	8
O=C(Nc1c(F)c(F)c(F)c(F)c1F)NC1CCCCC1	-22
Cc1csc(SCc2nc3sc4c(c3c(=O)[nH]2)CCC4)n1	0
O=C(O)CCc1ccc(-c2ccccc2)n1CC1CCCO1 (stereo not given)	-22
COc1ccc(C(=O)Nc2nc(C)c(C(=O)N(C)C)s2)cc1OC	-6

Single values from the entries so far.
Cc1ccc(-c2nn(C)c(=O)c3ccccc23)cc1S(=O)(=O)N1CCOCC1 @ Ecoli WT growth = -2
CCc1c(O)nc(SCC(=O)Nc2ccccc2)n(-c2ccccc2)c1=O @ Ecoli WT growth = -20
c1ccc(Cc2nnc3n2CCCCC3)cc1 @ Ecoli WT growth = -3
Cc1c(N2C(=O)C(C)SC23C(=O)Nc2ccccc23)c(=O)n(-c2ccccc2)n1C (stereo not given) @ Ecoli WT growth = -17
CCc1cc2c(=O)n(C(C)C(=O)OC3CCCCC3)cnc2s1 (stereo not given) @ Ecoli WT growth = -11
O=C(Nc1ccc(-c2nnco2)cc1)c1ccccc1 @ Ecoli WT growth = -21
COC(=O)c1ccccc1NC(=O)CSc1n[nH]c(CC(C)C)n1 @ Ecoli WT growth = 8
Cc1c(C(=O)N2CCCC2)sc(NC(=O)c2cccs2)c1C#N @ Ecoli WT growth = 3
O=C(O)CCc1ccc(-c2ccccc2)n1CC1CCCO1 (stereo not given) @ Ecoli WT growth = -22
COc1ccc(NC(=O)CSc2ncn(-c3ccccc3)n2)cc1Cl @ Ecoli WT growth = -4

Next part
SMILES	Ecoli WT growth
O=C(c1cn(-c2ccccc2)nc1-c1ccncc1)N1CCCCC1	-19
Cc1cnc(C(=O)Nc2ccc(N3CCN(C(=O)OC(C)(C)C)CC3)cc2)cn1	6
CCOC(=O)Cn1c(=N)n(CCOc2cccc(C)c2)c2ccccc21	17
COc1ccc(-c2nc(NC(=O)CSc3nnc(C)s3)ns2)cc1	-22
Cc1cc(C(=O)NCc2cc(C(=O)O)oc2C)c(C)o1	-8
O=S(=O)(Nc1cccc2ccccc12)N1CCCC1	-20
Cc1cc(C)c(C#N)c(SCc2[nH]nc3c2C(c2ccccc2)C(C#N)=C(N)O3)n1 (stereo not given)	-4
CCCc1c(OCCCCc2nn[nH]n2)ccc(C(C)=O)c1O	-1
C(=N\n1cnnc1)/c1cccnc1	11
COC(=O)c1cc(OC)c(OCc2cc(C(=O)OC)oc2C)c(OC)c1	-4
Cc1ccc(S(=O)(=O)NCCSc2nnc(N)s2)cc1	-4
Cc1cccc(NC(=O)CCn2ccnc2C)c1	-2
COC(=O)Nc1nc2ccc(C(=O)c3ccccc3)cc2[nH]1	3
O=S(=O)(NCCSc1ccccc1)c1ccc(F)cc1	-15
Cc1cc(C(=O)Nc2ccc(S(=O)(=O)Nc3onc(C)c3C)cc2)c(C)o1	-12
C#CCSc1nnc(-c2ccccc2)c(=O)[nH]1	11
COc1ccc(C(N)=O)cc1NC(=O)CC(O)(C(F)(F)F)C(F)(F)F	-24
COc1ccc(OCC(=O)NCc2cccnc2)cc1	-18
COc1ccc(/C(O)=C2/C(=O)C(=O)N(CCN(C)C)C2c2ccccn2)cc1OC (stereo not given)	-4
CCOC(=O)c1c(NC(=O)c2nn(CC)cc2Br)sc2c1CCCCC2	-19
CC(CCC(=O)Nc1nncs1)C(=O)O (stereo not given)	-4
O=C(NC1(C(F)(F)F)NC(=O)N(Cc2ccco2)C1=O)c1cccnc1 (stereo not given)	-6
CC(=O)N(C(C)=O)c1ccc2nc(C)[nH]c(=O)c2c1	-22
COc1cccc(OC)c1C(=O)Nc1ccc(CN2CCCCC2)cc1	0
COc1cccc(NS(=O)(=O)c2cc(C)sc2C)c1	7

(listing goes on)
SMILES	Ecoli WT growth
CCS(=O)(=O)N1CCN(C(=O)CC(C)C)CC1	-24
CN(C)c1ccc(NC(=O)CC2NCCNC2=O)cc1 (stereo not given)	-14
Cc1nnc(SCc2cc(=O)[nH]c(N3CCN(Cc4ccccc4)CC3)n2)s1	-12
CC(=O)Nc1cccc(C(=O)OCc2ccccc2)c1	4
C=CCn1c(SCC(=O)N2CCOCC2)nc2scc(-c3ccco3)c2c1=O	0
COCCn1c(=O)[nH]c2cc(C(=O)N3CCN(c4ccccc4OC)CC3)ccc2c1=O	0
Cc1cc(C)c2c(n1)nn1c(NCCCN3CCOCC3)cc(C)nc21	5
COc1ccc(OC)c(NC(=O)CSc2nnc(C)n2Cc2ccccc2)c1	-19
CCN1CCN(c2nc3c(C)cccn3c(=O)c2/C=C(\C#N)S(=O)(=O)c2ccccc2)CC1	-2
c1ccc2[nH]c(CSc3nnc(-c4ccncc4)o3)nc2c1	9
O=C(O)c1cccc(NC(=O)C23CC4CC(C2)CC(n2cnc(Cl)n2)(C4)C3)c1	0
O=C(CSc1nnc2ncccn12)N1CCCCCC1	4
COc1cc(C)c(Cl)cc1S(=O)(=O)NCC1CCCO1 (stereo not given)	-8
Cc1nc(C)c(C(=O)Nc2ccc(Oc3ccccc3)cc2)o1	-3
COc1ccc(OCC(=O)Nc2cccc(NC(=O)COc3ccc(OC)cc3)n2)cc1	-14
CCCCC(=O)NC1=NC(=O)C(C)(C)S1	-10
CC(NC(=O)c1noc2c1CCCCC2)c1ccccc1 (stereo not given)	12
O=C(O)c1ccc(NCc2cccnc2)cc1	-18
O=C(c1ccc2snnc2c1)N1CCOCC1	-3
COc1ccc(-c2nc(C#N)c(NCC3CCCO3)o2)cc1 (stereo not given)	3
COc1ccc(CN2C(=O)C(O)(CC(=O)c3c(C)n[nH]c3C)c3ccccc32)cc1OC (stereo not given)	0
O=C(Cn1c(=O)oc2ccccc21)N1CCN(c2ccccc2)CC1	-4
COc1ccccc1OCC(=O)N1CCNC1=O	10
CCOc1cc(/C=C(/C#N)c2ccc(F)cc2)ccc1OCc1ccc(C(=O)O)o1	-20
CCOC(=O)C1CCCN(C(=O)c2cc(-c3ccccc3)on2)C1 (stereo not given)	-20

Reprinted from the part before: 4 compounds, followed by the next part.
SMILES	Ecoli WT growth
O=C(Cn1c(=O)oc2ccccc21)N1CCN(c2ccccc2)CC1	-4
COc1ccccc1OCC(=O)N1CCNC1=O	10
CCOc1cc(/C=C(/C#N)c2ccc(F)cc2)ccc1OCc1ccc(C(=O)O)o1	-20
CCOC(=O)C1CCCN(C(=O)c2cc(-c3ccccc3)on2)C1 (stereo not given)	-20
CSCCC(NC(=O)c1cncc(Br)c1)C(=O)O (stereo not given)	-25
Cc1nnc2c3ccccc3c(-c3ccccc3)nn12	-4
COc1cccc(S(=O)(=O)Nc2cccnc2)c1	-1
Cc1ccc(-c2noc(CSc3nnc(-c4ccccc4)n3C)n2)cc1	14
O=C(CSc1ccccc1)Nc1ccc(S(=O)(=O)NCC2CCCO2)cc1 (stereo not given)	-17
CCOC(=O)c1ccc(NC(=O)NCc2ccn(CC)n2)cc1	-4
O=C(NCc1ccco1)C(c1cccnc1)N(C(=O)Cn1nnc2ccccc21)c1ccc(F)cc1 (stereo not given)	-20
COC(=O)c1oc2ccc(Br)cc2c1NC(C)=O	1
CC(C)(C)OC(=O)N1CCCC1C(=O)N1CCCC1C(=O)N1CCCC1C(=O)O (stereo not given)	17
O=C(c1ccco1)N1CCN(c2ncnc3scc(-c4cccs4)c23)CC1	-19
Clc1ccc(-c2noc(CN3CCN(c4ccccc4)CC3)n2)cc1	-19
CCN(CC)CCn1c(NCc2ccc(OC)cc2)nc2ccccc21	-24
Cn1c(=O)n(C)c(=O)n(CC(=O)N2CCCCC2)c1=O	-24
Cc1c(NC(=O)CSc2nnc3sc4ccccc4n23)c(=O)n(-c2ccccc2)n1C	13
COc1cccc2cc(C(=O)N3CCN(C45CC6CC(CC(C6)C4)C5)CC3)c(=O)oc12	5
O=S(=O)(c1ccc(N2CCOCC2)cc1)N1CCOCC1	-19
O=C(Oc1ccc(-c2nc(-c3ccccn3)no2)cc1)c1ccccc1	-23
O=C(CN1C(=O)c2ccccc2S1(=O)=O)Nc1ccc(S(=O)(=O)N2CCCC2)cc1	-17
O=S(=O)(Nc1ncn[nH]1)c1ccc2ccccc2c1	1
Cc1cc(C)c(NC2=NCC(=O)N2C2CCCCC2)c(C)c1	6
O=C(O)CNC(=O)C1COc2ccccc2O1 (stereo not given)	9
O=C(Oc1ccccc1)c1cccc2cccnc12	-14
CCn1c(=S)ccc2ccc(OC)cc21	7
Cc1cc2c(s1)c1cnn(CC(=O)NCCc3ccccc3)c(=O)c1n2C	-4
COCc1cc(=O)[nH]c(/N=C(\N)Nc2ccc(Oc3ccccc3)cc2)n1	-21

Following part:
SMILES	Ecoli WT growth
Cc1nc(SCC(=O)c2ccccc2)n[nH]1	-25
CC(=O)N1CCc2cc(NC(=O)c3ccc(C)cc3)ccc21	7
Cc1nc(CC(=O)O)c(-c2ccccc2)s1	-22
CC(=O)c1cccc(NC(=O)NCc2ccco2)c1	-9
CCOCCc1nnc(NC(=O)CN2C(=O)c3ccccc3C2=O)s1	6
O=S(=O)(NCC1CCCO1)c1ccc(Br)s1 (stereo not given)	-20
CCOc1ccc(C(=O)CN2CCN(S(=O)(=O)c3ccc(OC)cc3)CC2)cc1	4
COc1cc(NC(=O)C2CCCO2)c(OC)cc1NC(=O)c1ccccc1 (stereo not given)	6
CCOC(=O)c1cc2c(=O)n3cccc(C)c3nc2n(Cc2ccco2)c1=NC(=O)c1cccnc1	-9
O=C(NCCN1CCOCC1)c1ccccc1Oc1ccccc1	-13
CC(C)(C)n1ncc2c(=O)n(CC(=O)NCc3ccco3)cnc21	8
CCc1nc2sc3ccccc3c(=O)c2c(=O)n1Cc1ccco1	7
O=c1[nH]c(N2CCCCC2)nc2c1CCCC2	-2
CN(C(=O)c1ccno1)c1nnc(-c2cnccn2)s1	-4

Of the compounds above, these contain bromine:
SMILES	Ecoli WT growth
CCOC(=O)c1c(NC(=O)c2nn(CC)cc2Br)sc2c1CCCCC2	-19
CSCCC(NC(=O)c1cncc(Br)c1)C(=O)O (stereo not given)	-25
COC(=O)c1oc2ccc(Br)cc2c1NC(C)=O	1
O=S(=O)(NCC1CCCO1)c1ccc(Br)s1 (stereo not given)	-20
